PfM18AAP inh: blocks P. falciparum M18 aspartyl aminopeptidase | recombinant PfM18AAP, H-Glu-NHMec fluorogenic cleavage | inhibition, % at 7.35 µM | 1.2% of 290,000 active;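 active = inhibition above the campaign mean inhibition over all tested compounds plus 3 SD, cut at about 28% in these data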;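 note: 0% = plate median of test compound wells and 100% = 2 mM ZnCl2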
VIM-2 inh: blocks Pseudomonas aeruginosa VIM-2 metallo-beta-lactamase. inhibition, % at 5.6 µM. purified VIM-2, nitrocefin hydrolysis, epi-absorbance fluorescence. 0.89% of 290,000 active;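 active = inhibition above the mean of all tested compounds plus 3 SD, cutoff set per screening run, cut at about 7.5% in these data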;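 note: red hydrolysis product quenches plate fluorescence so inhibitors raise well fluorescence; 0% = enzyme with DMSO and 100% = DMSO without enzyme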
SUMO HTRF inh: inhibitors of human SUMOylation (UBC9); HTRF SUMOylation assay, SAE1/SAE2 + UBC9, in vitro; P63279; 0.36% of 290,000 active; inhibition, % at 35 µM; in the data active = inhibition above about 50%, passing the limit was not always enough; note: strong numbers were not always called active
Target sequence (P63279 whole entry, looked up): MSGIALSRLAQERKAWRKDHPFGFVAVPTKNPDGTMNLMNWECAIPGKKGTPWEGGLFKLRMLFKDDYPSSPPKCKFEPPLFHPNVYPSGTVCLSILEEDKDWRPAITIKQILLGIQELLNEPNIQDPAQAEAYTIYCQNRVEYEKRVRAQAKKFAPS
IMP-1 inhibitor: blocks Pseudomonas aeruginosa IMP-1 metallo-beta-lactamase | 0.45% of 290,000 active | purified IMP-1, nitrocefin hydrolysis, epi-absorbance fluorescence | inhibition, % at 5.6 µM;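 active = inhibition above the mean plus 3 SD of all compounds in the same screening run, cut at about 4.5% in these data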;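 note: 0% = IMP-1 with DMSO and 100% = DMSO wells lacking enzyme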
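Material – recombinant IMP-1 enzyme, purified · Amount – IMP-1 0.2 nM before substrate addition · Medium – HEPES buffer pH 7.1 with ZnSO4 and Brij 35 · Timing – 25 °C, 15 min preincubation, 25 min reaction · Measured by – plate fluorescence quenching by hydrolysis product, ex 480/em 530 nm · Read-out – percent enzyme inhibition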
DNA FID counter: fluorescent intercalator displacement, NS3 helicase counter-screen; AID 1845; inhibition, % at 7.9 µM; 0.17% of 290,000 active; DNA fluorescent intercalator displacement, fluorescence; in the data active = inhibition above about 37%;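 note: 0% = vehicle and 100% = reference compound; higher means more ethidium bromide displaced from hairpin DNA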
IDE act: activators of human insulin-degrading enzyme in cells; HEK cells, FAbeta-B cleavage, fluorescence polarization; 0% vehicle, 100% cell-free pure enzyme wells; activation, % at 5.96 µM; 0.073% of 340,000 active; AID 493087;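 active = activation above the mean of all tested compounds plus 3 SD, set per screening campaign, cut at about 17% in these data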
NS3 helicase inh: HCV NS3 helicase inhibition. NS3 helicase DNA unwinding, Cy5 molecular beacon fluorescence. inhibition, % at 10.9 µM. 0.56% of 290,000 active. AID 1800;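 active = inhibition above the mean of all tested compounds plus 3 SD, set per campaign, cut at about 35% in these data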;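 note: 0% = DMSO wells and 100% = thioflavine S control wells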
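Material: hepatitis C virus NS3 helicase domain fragment enzyme; measured by: Cy5 fluorescence, 0 and 60 min reads; control set: DMSO and thioflavine S; incubation: 60 min unwinding reaction at 25 °C after ATP addition; read-out basis: % inhibition from 60/0 min fluorescence ratio, DMSO 0%, thioflavine S 100%; repeats: singlicate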
IDE cell inh: inhibits human insulin-degrading enzyme in HEK cells; P14735; FAbetaB cleavage, fluorescence polarization; inhibition, % at 5.59 µM; 0.41% of 320,000 active; AID 434962;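 active = percent inhibition above the average of all tested compounds plus 3 SD, set per screening campaign, cut at about 16% in these data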;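 note: IDE supplied by intact live HEK cells; FP after avidin binding of uncleaved biotin substrate so inhibition keeps polarization high; 0% = DMSO wells and 100% = 60 µM reference IDE inhibitor Ii1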
p-CIP stab down: lowers stability of the mouse p/CIP coactivator protein; Q05BA5; decrease of EGFP signal, % at 10 µM; 0.01% of 290,000 active; F442A p/CIP-EGFP cells, EGFP fluorescence, 16 h; AID 1984;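 active = EGFP signal decrease of at least 30% at 10 µM or well 3 SD below plate mean, unless failing retest; inactive = the rest, including hits failing retest or dose response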; note: some compounds called inactive have numbers as strong as hits; many of its hits are not listed in these tables
An asterisk follows results filed as active.

For O=C(NCC1(O)CCCCC1)C1CCC(=O)N(Cc2ccccc2F)C1 (configuration not stated) the results were PfM18AAP inh -2, VIM-2 inh -3.1, SUMO HTRF inh 10, IMP-1 inhibitor -1.6, DNA FID counter -13, IDE act 3, NS3 helicase inh 5, IDE cell inh -1 and p-CIP stab down -1.
For Cc1cc(C)c2[nH]c(=O)c(CN(Cc3cccnc3)C(=S)NCCCN(C)C)cc2c1 the results were PfM18AAP inh 7, VIM-2 inh 9.3*, SUMO HTRF inh 0, IMP-1 inhibitor -2.1, DNA FID counter 17, IDE act 5, NS3 helicase inh -13, IDE cell inh 3 and p-CIP stab down 4.
`COc1cc2nc(CN3CCN(S(=O)(=O)c4ccc(Cl)cc4)CC3)[nH]c(=O)c2cc1OC` gave PfM18AAP inh -3, VIM-2 inh -4.2, SUMO HTRF inh -1, IMP-1 inhibitor -1.9, DNA FID counter -26, IDE act -2, NS3 helicase inh 0, IDE cell inh 2 and p-CIP stab down 1.
For CN1C(=O)NC(c2ccc(O)cc2)C(C(=O)c2cccs2)C1(O)C(F)(F)F (configuration not stated) the results were PfM18AAP inh -3, VIM-2 inh -1.1, SUMO HTRF inh 10, IMP-1 inhibitor -0.9, DNA FID counter 4, IDE act 3, NS3 helicase inh -3, IDE cell inh 1 and p-CIP stab down -11.
CCOc1ccccc1NC(=O)c1ccc2nc[nH]c2c1 was read as PfM18AAP inh -1, VIM-2 inh -1.1, SUMO HTRF inh 4, IMP-1 inhibitor 0.2, DNA FID counter -9, IDE act 0, NS3 helicase inh 7, IDE cell inh -8 and p-CIP stab down -2.
`Cc1ncc(C[n+]2csc(CCOC(=O)C34CC5CC(CC(C5)C3)C4)c2C)c(N)n1` gave PfM18AAP inh 3, VIM-2 inh -2.0, SUMO HTRF inh 11, IMP-1 inhibitor -3.2, DNA FID counter 6, IDE act -4, NS3 helicase inh -4, IDE cell inh -2 and p-CIP stab down -5.
Screening CC(Sc1nnc(COc2ccc([N+](=O)[O-])cc2)n1C)C(=O)O (configuration not stated) returned PfM18AAP inh 2, VIM-2 inh -5.1, SUMO HTRF inh 14, IMP-1 inhibitor -4.0, DNA FID counter 0, IDE act 1, NS3 helicase inh -15, IDE cell inh -2 and p-CIP stab down 3.
`N#Cc1ccc(COC(=O)CCc2c[nH]c3ccccc23)cc1` gave PfM18AAP inh 7, VIM-2 inh 2.4, SUMO HTRF inh 9, IMP-1 inhibitor -2.3, DNA FID counter -9, IDE act -4, NS3 helicase inh -7, IDE cell inh -3 and p-CIP stab down 4.
`O=C(NCCCN1CCOCC1)C1CCN(S(=O)(=O)c2c(Cl)cccc2Cl)CC1` gave PfM18AAP inh 3, VIM-2 inh -2.6, SUMO HTRF inh 5, IMP-1 inhibitor -2.3, DNA FID counter 4, IDE act 4, NS3 helicase inh -1, IDE cell inh -1 and p-CIP stab down -2.
For O=C(c1ccco1)[C@@H]1[C@@H]2C(=O)N(c3ccc(F)cc3)C(=O)[C@@H]2[C@H]2C=Cc3ccccc3N21 the results were PfM18AAP inh 3, VIM-2 inh -1.1, SUMO HTRF inh 19, IMP-1 inhibitor -4.7, DNA FID counter -17, IDE act 2, NS3 helicase inh 34, IDE cell inh 8 and p-CIP stab down -20.
`COc1cccc(CN2C(=O)C3(C(C#N)=C(N)OC4=C3C(=O)CCC4)c3ccccc32)c1` (configuration not stated) gave PfM18AAP inh 7, VIM-2 inh -3.4, SUMO HTRF inh -10, IMP-1 inhibitor -3.8, DNA FID counter -32, IDE act 3, NS3 helicase inh -5, IDE cell inh -1 and p-CIP stab down -7.
For CCOC(=O)C1CCN(Cc2cccc(OC)c2)CC1 the results were PfM18AAP inh 1, VIM-2 inh -1.5, SUMO HTRF inh -3, IMP-1 inhibitor -2.9, DNA FID counter 3, IDE act 4, NS3 helicase inh 9, IDE cell inh -2 and p-CIP stab down -1.
O=C(Nc1cccc(Cl)c1N1CCOCC1)c1ccc(Br)o1 was read as PfM18AAP inh -5, VIM-2 inh -1.0, SUMO HTRF inh -5, IMP-1 inhibitor -2.4, DNA FID counter -29, IDE act -3, NS3 helicase inh -8, IDE cell inh 1 and p-CIP stab down -1.
For O=c1c2c([nH]n1-c1ccccc1)CCSC2 the results were PfM18AAP inh -2, VIM-2 inh 1.5, SUMO HTRF inh 5, IMP-1 inhibitor 1.8, DNA FID counter -6, IDE act -1, NS3 helicase inh -1, IDE cell inh 4 and p-CIP stab down 0.
`O=C1CCC([N+](=O)[O-])C(c2cc(Br)ccc2F)N1` (configuration not stated) gave PfM18AAP inh -17, VIM-2 inh 2.5, SUMO HTRF inh 12, IMP-1 inhibitor -2.5, DNA FID counter -3, IDE act 1, NS3 helicase inh 5, IDE cell inh 1 and p-CIP stab down -2.
Screening Cc1ccc(C(O)c2ccc(-n3ccnc3)cc2)cc1 (configuration not stated) returned PfM18AAP inh -2, VIM-2 inh -2.0, SUMO HTRF inh 17, IMP-1 inhibitor -2.9, DNA FID counter -13, IDE act 0, NS3 helicase inh -13, IDE cell inh -5 and p-CIP stab down -10.
For CCc1ccc(/C=C2\Oc3cc(OC(=O)N4CCOCC4)ccc3C2=O)cc1 the results were PfM18AAP inh -12, VIM-2 inh -0.3, SUMO HTRF inh 6, IMP-1 inhibitor -2.6, DNA FID counter -1, IDE act -8, NS3 helicase inh 47*, IDE cell inh -1 and p-CIP stab down -7.
Cc1ccc(CNCc2ccccc2Cl)cc1 was read as PfM18AAP inh -8, VIM-2 inh -3.6, SUMO HTRF inh 8, IMP-1 inhibitor -4.2, DNA FID counter 4, IDE act 5, NS3 helicase inh 0, IDE cell inh 0 and p-CIP stab down 0.
For CCc1c(C)[nH]c2ccc(OC)cc2c1=S the results were PfM18AAP inh 2, VIM-2 inh -3.1, SUMO HTRF inh 5, IMP-1 inhibitor -0.7, DNA FID counter -7, IDE act 6, NS3 helicase inh 8 and p-CIP stab down -8.
O=C(N/N=C/CCc1ccccc1)c1ccc(CN2c3cccc4cccc(c34)S2(=O)=O)cc1 was read as PfM18AAP inh 1, VIM-2 inh -3.8, SUMO HTRF inh -6, IMP-1 inhibitor -2.7, DNA FID counter -13, IDE act 3, NS3 helicase inh -16, IDE cell inh 7 and p-CIP stab down 6.
CCOc1ccc(C2CC(c3ccc(F)cc3)Nc3nc(N)nn32)cc1 (configuration not stated) was read as PfM18AAP inh -13, VIM-2 inh -3.2, SUMO HTRF inh -3, IMP-1 inhibitor -5.0, DNA FID counter -21, IDE act 2, NS3 helicase inh 5, IDE cell inh 0 and p-CIP stab down -4.
O=C1NCN(c2ccccc2)C12CCN(CCCC(c1ccc(F)cc1)c1ccc(F)cc1)CC2 was read as PfM18AAP inh -11, VIM-2 inh 2.2, SUMO HTRF inh -26, IMP-1 inhibitor 0.3, DNA FID counter 10, IDE act 9, NS3 helicase inh -63, IDE cell inh 10 and p-CIP stab down 2.
For Cc1ccc2c(c1)CCCN2C(=O)C1CCCO1 (configuration not stated) the results were PfM18AAP inh -9, VIM-2 inh -2.6, SUMO HTRF inh 14, IMP-1 inhibitor -5.5, DNA FID counter -4, IDE act -9, NS3 helicase inh -3, IDE cell inh -2 and p-CIP stab down -13.
`CCn1c(=O)cc(OCC(=O)Nc2cc(C)ccn2)c2ccccc21` gave PfM18AAP inh -4, VIM-2 inh 1.0, SUMO HTRF inh 2, IMP-1 inhibitor -8.1, DNA FID counter -27, IDE act -11, NS3 helicase inh 8, IDE cell inh 12 and p-CIP stab down -10.
`CC(C)CN1CCN(C(=O)CCc2nnc(Cc3c[nH]c4ccccc34)o2)[C@@H](C)C1=O` gave PfM18AAP inh 4, VIM-2 inh -2.9, SUMO HTRF inh 0, IMP-1 inhibitor -4.7, DNA FID counter -37, IDE act 5, NS3 helicase inh 12 and p-CIP stab down -10.
Screening COc1nc(C)ccc1-c1noc(-c2cccnc2)n1 returned PfM18AAP inh 0, VIM-2 inh 0.8, SUMO HTRF inh -16, IMP-1 inhibitor -2.8, DNA FID counter -4, IDE act -1, NS3 helicase inh -15, IDE cell inh 0 and p-CIP stab down 7.
CCCCCCNc1nc(-c2ccc(OC)cc2)c(CCC(=O)O)s1 was read as PfM18AAP inh 1, VIM-2 inh -3.3, SUMO HTRF inh 8, IMP-1 inhibitor -2.1, DNA FID counter -10, IDE act -3, NS3 helicase inh 9, IDE cell inh 3 and p-CIP stab down -7.
`CCOC(=O)c1c(S(=O)(=O)N2CCN(Cc3ccccc3)CC2)c(C)n(C)c1C` gave PfM18AAP inh -2, VIM-2 inh -1.4, SUMO HTRF inh 0, IMP-1 inhibitor 0.3, DNA FID counter -29, IDE act 6, NS3 helicase inh -1, IDE cell inh -3 and p-CIP stab down -10.
`CCOC(=O)C1=NOC(CN(c2ccccc2)S(=O)(=O)c2ccc(Cl)cc2)C1` (configuration not stated) gave PfM18AAP inh 0, VIM-2 inh -1.1, SUMO HTRF inh 6, IMP-1 inhibitor -2.5, DNA FID counter -24, IDE act 0, NS3 helicase inh 8, IDE cell inh -2 and p-CIP stab down 7.
`CC(C)(C)n1cnc2cc(NS(=O)(=O)c3ccc(Br)cc3)ccc21` gave PfM18AAP inh -3, VIM-2 inh -3.6, SUMO HTRF inh 0, IMP-1 inhibitor -3.9, DNA FID counter -20, IDE act 1, NS3 helicase inh -5, IDE cell inh 1 and p-CIP stab down -6.
O=S1(=O)CCC(S(=O)(=O)N2CCCCCC2)C1 (configuration not stated) was read as PfM18AAP inh 0, VIM-2 inh -2.4, SUMO HTRF inh 21, IMP-1 inhibitor -2.0, DNA FID counter -4, IDE act 0, NS3 helicase inh 11, IDE cell inh -1 and p-CIP stab down -22.
Screening Cc1ccc(-c2csc(N3N=C(c4ccccc4)/C(=C\c4ccc(N(C)C)cc4)C3=O)n2)cc1 returned PfM18AAP inh 0, VIM-2 inh -7.2, SUMO HTRF inh 18, IMP-1 inhibitor -3.6, DNA FID counter -9, NS3 helicase inh 33, IDE cell inh 3 and p-CIP stab down -4.
CCn1cc([N+](=O)[O-])c(C(=O)Nc2nc3ccc(OC)cc3s2)n1 was read as PfM18AAP inh -5, VIM-2 inh 0.2, SUMO HTRF inh 5, IMP-1 inhibitor -2.4, DNA FID counter 8, IDE act -3, NS3 helicase inh 5, IDE cell inh -1 and p-CIP stab down -3.
For CCCC(c1nnnn1CCc1ccccc1)N1CCN(C2CCCC2)CC1 (configuration not stated) the results were PfM18AAP inh 2, VIM-2 inh -4.4, SUMO HTRF inh -12, IMP-1 inhibitor -4.1, DNA FID counter 0, IDE act 5, NS3 helicase inh -2, IDE cell inh -1 and p-CIP stab down 7.

In the list so far, 2 have a furan ring, fused or not.
For O=C(c1ccco1)[C@@H]1[C@@H]2C(=O)N(c3ccc(F)cc3)C(=O)[C@@H]2[C@H]2C=Cc3ccccc3N21 the results were PfM18AAP inh 3, VIM-2 inh -1.1, SUMO HTRF inh 19, IMP-1 inhibitor -4.7, DNA FID counter -17, IDE act 2, NS3 helicase inh 34, IDE cell inh 8 and p-CIP stab down -20.
O=C(Nc1cccc(Cl)c1N1CCOCC1)c1ccc(Br)o1 was read as PfM18AAP inh -5, VIM-2 inh -1.0, SUMO HTRF inh -5, IMP-1 inhibitor -2.4, DNA FID counter -29, IDE act -3, NS3 helicase inh -8, IDE cell inh 1 and p-CIP stab down -1.

Screening data deposited in PubChem by several laboratories.
